ERK AVP inh: inhibitors of vasopressin-stimulated ERK signaling pathway; 72,000 compounds, 0.99% hits; Potency, µM (titrated, usually from 57.5 µM), for inactives: at the highest dose activity, negative = inhibition, hits mostly inhibitors; HEK293-V1b, vasopressin-stimulated pERK AlphaScreen; note: potency is the fitted concentration of half-maximal effect; % is set by controls: 0 for no effect and ±100 for the full control effect; nearly all actives have a fitted effect of over 55% in size
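HEK293 cells stably expressing V1b receptor, seeded overnight in 1% FBS, were treated with compounds for 30 min at 37C, then stimulated 5 min with 25 nM vasopressin; phospho-ERK read by AlphaScreen SureFire after lysis.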
CRE-bla Fsk: modulators of forskolin-stimulated CRE signaling in CHO cells; AID 662; 71,000 compounds, 2.5% hits; Potency, µM (doses to about 38.2 µM), inactives show top-dose activity change, negative = inhibition, hits mostly activators; CHO CRE-bla reporter (cAMP response element driving beta-lactamase), forskolin EC10, beta-lactamase ratio; active = well fitted activation curve with a large enough effect in the signal ratio, with a control signal flat, not every such curve was filed as active; inconclusive = small, poorly fitted or top-dose-only effect, or effect the other way, or a change in a side signal; the % refers to the signal ratio; note: potency is the fitted concentration of half-maximal effect; % of control where 0% means no effect
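Beta-lactamase reporter under a cAMP responsive element in CHO cells; compounds tested in titration series against EC10 NKH 477, 3 h at 37 °C. Read-out: CCF4 FRET ratio 460nm/530nm (excitation 405nm) giving %Activity, fitted to AC50.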
USP2a inh: blocks human ubiquitin-specific protease USP2a | O75604 | USP2a enzymatic assay, qHTS inhibition | Potency, µM (doses to about 38.3 µM), for inactives: at the top dose activity change, negative = inhibition, actives largely listed as inhibitors | 60,000 compounds, 0.1% hits;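 note: potency is the fitted concentration of half-maximal effect; nearly all actives have a fitted effect of over 60% in size; plate controls were DMSO for no effect and NEM full inhibition control for full effect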
Target sequence (O75604 whole entry, looked up): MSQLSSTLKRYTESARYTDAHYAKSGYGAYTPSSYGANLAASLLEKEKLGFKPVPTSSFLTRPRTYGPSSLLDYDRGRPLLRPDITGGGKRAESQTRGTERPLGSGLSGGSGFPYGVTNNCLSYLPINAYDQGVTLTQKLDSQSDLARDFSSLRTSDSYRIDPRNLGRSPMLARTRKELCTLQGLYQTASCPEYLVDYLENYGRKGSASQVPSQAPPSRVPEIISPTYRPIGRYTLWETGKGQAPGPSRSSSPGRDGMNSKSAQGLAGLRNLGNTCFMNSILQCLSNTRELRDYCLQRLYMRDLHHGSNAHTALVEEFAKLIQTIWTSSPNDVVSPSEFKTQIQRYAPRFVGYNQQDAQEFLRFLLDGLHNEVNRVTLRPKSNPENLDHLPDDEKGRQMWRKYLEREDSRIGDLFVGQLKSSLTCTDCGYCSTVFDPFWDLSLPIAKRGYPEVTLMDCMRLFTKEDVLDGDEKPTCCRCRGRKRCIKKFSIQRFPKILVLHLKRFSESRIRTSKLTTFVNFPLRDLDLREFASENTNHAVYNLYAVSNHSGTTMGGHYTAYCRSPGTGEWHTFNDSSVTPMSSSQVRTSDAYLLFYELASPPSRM
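USP2 core (20nM final) preincubated 30 min RT with compound, then Ub-PLA2 20nM and NBD C6-HPC 20uM final added; buffer 20mM Tris-HCl pH 8.0, 2mM CaCl2. Fluorescence Ex 460/Em 535 read at 0 and 2.5 h; normalized to NEM.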
A350 fluor: compounds fluorescent in Alexa 350 spectral region. 59,000 compounds, 11% hits. max dye-equivalent concentration, M. Compound autofluorescence, 340/450 nm, Alexa 350 dye-equivalents; active compounds read high; in the data active = max dye-equivalent concentration above about 10 nM; inconclusive = mostly about 1.1 nM to 9.6 nM
HEK293 cAMP cs: raises cAMP in parental HEK293 cells, TSHR agonist counter-screen | parental HEK293 CNG cAMP sensor, membrane potential fluorescence | AID 938 | Potency, µM (top dose mostly 57.1 µM), for inactives: at the highest dose activation, usual class: activators | 73,000 compounds, 2.5% hits; note: potency is the fitted concentration of half-maximal effect; % of control where 0% means no effect; nearly all actives have a fitted effect of over 55% in size
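Parental HEK 293 cells stably expressing a cAMP-gated CNG channel were loaded with membrane potential dye containing 100 uM RO 20-1724 for 60 min. Compound added for 30 min; depolarization read as fluorescence intensity at 590 nm.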
BRCT PPI green: BRCA1 BRCT-phosphoprotein interaction inhibition. P38398. Potency, µM (series often up to 76.9 µM), for inactives: at the top dose activity change, negative = inhibition, actives largely listed as inhibitors. BRCA1 BRCT-phosphopeptide binding, green fluorescence polarization. 75,000 compounds, 0.05% hits. AID 875;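 note: potency is the fitted concentration of half-maximal effect; plate controls were peptide without protein for full effect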
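Fluorescence polarization: His-tagged BRCT (~35 kDa BRCA1 C-terminus, 250 nM) bound to 100 nM fluorescein-labeled phosphorylated 10-aa BACH1 peptide, pH 7.3 phosphate buffer with DTT and Tween 20. Compounds incubated 12 min at room temperature; inhibition read as lowered polarization.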
Caspase-7 inhib: allosteric or competitive inhibitors of human caspase-7. P55210. recombinant caspase-7, Ac-DEVD-AFC fluorescence rate. Potency, µM (series often up to 57.5 µM), for the others: top-dose activity change, negative = inhibition, most hits filed as inhibitors. 75,000 compounds, 0.02% hits. AID 889; active = well fitted inhibition curve with a large enough effect in the main read-out, with a control signal flat, not every such curve was filed as active; inconclusive = small, poorly fitted or top-dose-only effect, or a change in a side signal; note: potency is the fitted concentration of half-maximal effect; % of control where 0% means no effect
Target sequence (P55210 24-198 limits assumed): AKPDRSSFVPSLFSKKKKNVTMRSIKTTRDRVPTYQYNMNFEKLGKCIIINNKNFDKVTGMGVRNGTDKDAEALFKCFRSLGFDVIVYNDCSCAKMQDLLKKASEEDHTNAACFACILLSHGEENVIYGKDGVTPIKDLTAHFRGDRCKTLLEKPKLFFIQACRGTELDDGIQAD
Target sequence (P55210 207-303 limits assumed): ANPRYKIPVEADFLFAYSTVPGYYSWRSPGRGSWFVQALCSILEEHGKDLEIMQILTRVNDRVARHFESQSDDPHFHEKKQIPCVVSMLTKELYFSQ
Luciferase inh: firefly luciferase inhibition | 72,000 compounds, 2.2% hits | Potency, µM (series often up to 57.1 µM), for inactives: top-dose activity change, negative = inhibition, most hits filed as inhibitors | purified firefly luciferase, luminescence, 8 min | AID 411; note: potency is the fitted concentration of half-maximal effect; % is set by controls: 0 for no effect and ±100 for the full control effect; nearly all actives have a fitted effect of over 40% in size
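Inhibition of light generation by firefly luciferase from ATP and luciferin was profiled with concentration-response curves per sample, ATP held at 10 uM within the enzyme's linear range. Plates were read by luminescence after an 8-minute ambient incubation.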
BRCT PPI red: BRCT-phosphoprotein interaction inhibition (red fluorophore); BRCT-phosphopeptide binding, red fluorescence polarization; Potency, µM (series often up to 76.9 µM), for inactives: at the highest dose activity change, negative = inhibition, usual class: inhibitors; 75,000 compounds, 0.03% hits; note: % is set by controls: 0 for no effect and ±100 for the full control effect
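Fluorescence polarization: 100 nM His-tagged BRCA1 BRCT with 100 nM TAMRA-labelled phospho-BACH1 decapeptide, phosphate buffer pH 7.3 with 150 mM NaCl, DTT, 0.01% Tween 20; 12 min RT. Binding inhibition seen as FP decrease.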
Tau filament bind: tau filament binding; AID 596; P10636; 71,000 compounds, 2% hits; Potency, µM (titrated, usually from 57.1 µM), inactives show at the top dose activity change, negative = inhibition; recombinant tau filaments, thioflavin S fluorescence, 15 h; filaments grown with octadecylsulfate alongside compound;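 note: potency is the fitted concentration of half-maximal effect; % is set by controls: 0 for no effect and ±100 for the full control effect; actives lower thioflavin S fluorescence by blocking filaments or displacing dye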
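Quantitative HTS: thioflavine S signal from ODS-induced tau filaments, excited at 450 nm, emission 510 nm. Conditions: 1 uM tau, 30 uM ODS, 15 h at 37 C, pH 7.4.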
Caspase-1 inhib: allosteric or competitive inhibitors of human caspase-1. P29466. Caspase-1 enzyme, Ac-WEHD-AFC fluorogenic rate. Potency, µM (titrated, usually from 57.5 µM), inactives show at the highest dose activity change, negative = inhibition, hits mostly inhibitors. 75,000 compounds, 0.03% hits. AID 900;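 note: potency is the fitted concentration of half-maximal effect; plate controls were vehicle for no effect and no substrate for full effect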
Numbers without * were called inactive; i = inactive; ? = inconclusive; · = not tested or not shown; [ ] = another dose, or the depositor's remark. Unless noted, calls come from the whole dose curve; as a rule, active = well fitted curve in the direction sought with a large enough effect; inconclusive = small, poorly fitted or top-dose-only effect, or another doubt; inactive = no such curve, though single readings can be large; an effect the other way counts as inactive or inconclusive.

#	Structure	ERK AVP inh	CRE-bla Fsk	USP2a inh	A350 fluor	HEK293 cAMP cs	BRCT PPI green
1	COc1cc(O)c2c(O)c3c(c4c2c1[C@@]1(C4)C(C)=CCCC1(C)C)[C@H](O)[C@@]1(O)CC(=O)C(C(N)=O)=C(O)[C@]1(O)C3=O	1%[11.5 µM]	?	·	i	13%[11.4 µM]	4.5%[15.4 µM]
2	NS(=O)(=O)c1cc(C2(O)NC(=O)c3ccccc32)ccc1Cl (stereo unspecified)	11%	·	-8%	·	·	1.6%[3.08 µM]
3	COc1cc(OC)c(NC(=O)c2ccoc2C)cc1Cl	-26%	0%	3%	i	4%	-1.1%
4	Cc1nc2cnc(N3CCOCC3)nc2n(Cc2cccs2)c1=O	-4%	2.5µM*	16%	1.4e-08M*	10%	5.4%
5	CCOC(=O)N1CCN(C(=O)CSc2nnc(Cc3cccn3C)n2CCc2ccccc2)CC1	-14%	4%	33%[activator]	i	8%	0.2%
6	O=C(NCc1ccccc1F)C1CCN(C(=O)NCc2ccccc2)CC1	9%	-2%	·	i	0%	-2.5%
7	CC(=O)Nc1ccc(S(=O)(=O)NCc2cn3c(C)csc3n2)cc1	-23%	0%	0%	i	1%	-1.8%
8	COc1ccc(CNC(=O)C2CCN(S(=O)(=O)c3ccc(-c4nn[nH]n4)cc3)CC2)cc1	-13%	-3%	8%	i	8%	1.2%
9	O=C(CSc1ncn[nH]1)NCCCc1ccccc1	-7%	?	2%	i	-6%	-0.2%
10	CC1Cc2ccccc2N1Cc1nc2scc(-c3cccs3)c2c(=O)[nH]1 (stereo unspecified)	-8%	?	22%	i	-4%	-4.3%

#	Caspase-7 inhib	Luciferase inh	BRCT PPI red	Tau filament bind	Caspase-1 inhib
1	-25%[11.5 µM]	-2%[11.4 µM]	1.8%[15.4 µM]	88%[11.4 µM]	-10%[11.5 µM]
2	-1%	·	-0.7%	·	5%
3	-3%	-1%	-0.5%	-2%	1%
4	-9%	1%[11.4 µM]	0.3%	2%	-4%
5	-3%	7%	-0.2%	2%	-4%
6	3%	1%	-2.3%	-1%	-2%
7	0%	1%	-1.5%	2%	2%
8	1%	0%	0.1%	-9%	0%
9	-3%	1%	0.1%	8%	2%
10	-2%	-39%	0.8%	13µM*	-3%

The list continues.
#	Structure	ERK AVP inh	CRE-bla Fsk	USP2a inh	A350 fluor	HEK293 cAMP cs	BRCT PPI green
11	COc1cc2c(C(=O)NC3CCCCCC3)cn(C)c(=O)c2cc1OC	-9%	2µM*	13%	i	22%	-2.1%
12	COC(=O)[C@@H]1[C@@H](O)[C@]2(O)c3ccccc3O[C@]2(c2ccccc2)[C@H]1c1ccccc1	30%[activator][11.5 µM]	·	·	·	0%[11.4 µM]	0.3%[15.4 µM]
13	C[C@]12CCC3c4ccc(OS(=O)(=O)O)cc4CCC3C1CCC2=O (stereo partly specified)	-20%	·	4%	·	·	-0.4%[3.08 µM]
14	Cc1nc2ncnn2c(C)c1CCC(=O)N1CCN(c2ccccn2)CC1	5%	6%	2%	i	10%	-0.3%
15	Nc1cc(=O)[nH]c(SCc2nc3ccccc3n2Cc2ccccc2)n1	-9%	?	43%[activator][7.66 µM]	·	20%[11.4 µM]	0.7%
16	COC(=O)CN(c1nc(C)cc(OC)n1)S(=O)(=O)c1ccc(C)cc1	-14%	7%	-1%	i	?	0.7%
17	CC(C)(C)c1ccc(NS(=O)(=O)c2ccc(N)cc2)cc1	-12%[11.5 µM]	3%[7.6 µM]	·	i	-3%[11.4 µM]	-1.7%[15.4 µM]
18	O=c1c2cc3c(cc2[nH]c(=S)n1Cc1ccco1)OCO3	29%	?	-3%	?	5%	0.4%
19	COc1ccc(N2C(=O)CC(N3CCC(C(N)=O)CC3)C2=O)cc1 (stereo unspecified)	-12%	2%	-5%	i	9%	-5.8%
20	COc1ccccc1-n1cnc2cc(NCc3ccco3)ccc21	-15%	13µM*	7%	i	7%	-3.2%

#	Caspase-7 inhib	Luciferase inh	BRCT PPI red	Tau filament bind	Caspase-1 inhib
11	1%	2%	-0.4%	2%	2%
12	0%[11.5 µM]	2%[11.4 µM]	0.0%[15.4 µM]	·	1%[11.5 µM]
13	0%	·	-2.6%	·	2%
14	-1%	1%	0.8%	6%	1%
15	0%	1%	-1.3%	31%[11.4 µM]	-1%
16	1%	2%	1.1%	-3%	-1%
17	-1%[11.5 µM]	-1%[11.4 µM]	-0.9%[15.4 µM]	14%[11.4 µM]	0%[11.5 µM]
18	-3%	1%	-0.2%	7%	0%
19	-1%	2%	0.9%	-5%	0%
20	-1%	-11%	0.5%	-25%	-1%

Shown with tabs: 5 of the compounds above.
no.	canonical_smiles	ERK AVP inh	CRE-bla Fsk	USP2a inh	A350 fluor	HEK293 cAMP cs	BRCT PPI green	Caspase-7 inhib	Luciferase inh	BRCT PPI red	Tau filament bind	Caspase-1 inhib
11	COc1cc2c(C(=O)NC3CCCCCC3)cn(C)c(=O)c2cc1OC	-9%	2µM*	13%	i	22%	-2.1%	1%	2%	-0.4%	2%	2%
19	COc1ccc(N2C(=O)CC(N3CCC(C(N)=O)CC3)C2=O)cc1 (stereo unspecified)	-12%	2%	-5%	i	9%	-5.8%	-1%	2%	0.9%	-5%	0%
20	COc1ccccc1-n1cnc2cc(NCc3ccco3)ccc21	-15%	13µM*	7%	i	7%	-3.2%	-1%	-11%	0.5%	-25%	-1%
15	Nc1cc(=O)[nH]c(SCc2nc3ccccc3n2Cc2ccccc2)n1	-9%	?	43%[activator][7.66 µM]	·	20%[11.4 µM]	0.7%	0%	1%	-1.3%	31%[11.4 µM]	-1%
13	C[C@]12CCC3c4ccc(OS(=O)(=O)O)cc4CCC3C1CCC2=O (stereo partly specified)	-20%	·	4%	·	·	-0.4%[3.08 µM]	0%	·	-2.6%	·	2%

Later entries
#	Structure	ERK AVP inh	CRE-bla Fsk	USP2a inh	A350 fluor	HEK293 cAMP cs	BRCT PPI green
21	O=C(NCCN1CCN(C(=O)c2cccs2)CC1)c1cccs1	1%	0%	1%	i	3%	-0.4%
22	COc1cc(C2=NOC(C(=O)N3CCCCCC3)C2)cc(OC)c1OC (stereo unspecified)	14%	?	?	?	3%	-3.2%
23	c1ccc(COc2nsnc2N2CCOCC2)cc1	25µM*	?	·	·	27%	-5.1%
24	COC(=O)c1oc2ccc(Br)cc2c1NC(=O)CCCN1C(=O)c2ccccc2C1=O	·	3%	·	·	5%	-0.6%
25	COc1cccc(Cn2nnc(C(=O)Nc3ccc(C)cc3)c2N)c1	3%	-5%	·	·	15%	-0.9%
26	Cc1cccc2cc(CN(CCN3CCOCC3)C(=O)Nc3ccccc3F)c(=O)[nH]c12	-4%	-2%	100%[activator]	i	4%	-2.5%
27	COC(=O)C1Cc2c([nH]c3ccccc23)CN1 (stereo unspecified)	0%	4%	7%	2.2e-08M*	-2%	8.8%
28	CC1(C)Nc2ccccc2N(CC(=O)N2CCCCC2)C1=O	·	·	·	·	18%	-2.3%
29	CCSc1ccccc1C(=O)N1CCN(Cc2ccc3c(c2)OCO3)CC1	-22%	-14%	10%	i	19%	0.2%
30	CCC/C=C(\CCC)C(NC(=O)c1ccc(C(=O)OC)cc1)c1ccc(C(=O)OC)cc1 (stereo unspecified)	6%	6%	·	·	?	-1.3%
31	O=c1cc(-c2ccccc2)[nH]c2ccccc12	6%	?	-4%	i	9%	-1.4%
32	COc1ccc(-c2nc(=S)c3c(n2CCN2CCOCC2)CC(C)(C)OC3)cc1	-19%	3%	-1%	i	16%	-5.8%
33	COC(=O)C1=C(C)N(Cc2ccccc2)C2=C3C(=O)OCCC3[C@@](O)(C(=O)OC)C(=O)N2C1c1ccccc1 (stereo partly specified)	8%[11.5 µM]	·	·	·	0%[11.4 µM]	0.6%[15.4 µM]

#	Caspase-7 inhib	Luciferase inh	BRCT PPI red	Tau filament bind	Caspase-1 inhib
21	0%	1%	0.1%	-16%	-2%
22	2%	1%	0.1%	7%	-1%
23	-2%	-12%	-1.6%	-6%	-6%
24	0%	2%	-2.1%	386%	-2%
25	0%	-2%	0.7%	11%	-1%
26	-2%	2%	-0.1%	12%	1%
27	-6%	-14%	-4.7%	16%	-5%
28	1%	·	-1.0%	·	-2%
29	2%	-2%	-0.6%	-4%	-1%
30	-1%	·	-0.4%	0%	-3%
31	1%	-5%	-3.5%	5%	-2%
32	-1%	-2%	1.0%	0%	-1%
33	0%[11.5 µM]	·	1.1%[15.4 µM]	·	0%[11.5 µM]

Bioassay records: PubChem, National Center for Advancing Translational Sciences (NCATS)
